# Fam108B inh: mouse Fam108B serine hydrolase inhibitors, primary screen, counter-screen for RBBP9 inhibitor project, biochemical, fluorescence polarization. recombinant Fam108B, FP-Rh probe fluorescence polarization. inhibition, % at 9.51 µM. hit rate 0.33% among 300,000. AID 1947, 2009;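 active = inhibition above the screen mean inhibition plus 3 SD, computed separately per campaign, cut at about 18% in these data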;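 also: inhibitors lower polarization as less probe binds the enzyme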
# PAFAH1B2 inh: PAFAH1B2 enzyme inhibitors, primary screen, biochemical, fluorescence polarization, human. hit rate 1.2% among 340,000. Platelet-activating factor acetylhydrolase IB subunit alpha2 (Homo sapiens), P68402. recombinant PAFAH1B2, FP-rhodamine activity probe. AID 492953, 2010. inhibition, % at 3.39 µM;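 active = inhibition above the mean of all tested compounds plus 3 SD, cut at about 24% in these data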;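 also: 0% = enzyme with DMSO and 100% = wells lacking PAFAH1B2; many of its hits are not listed in these tables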
# Target sequence (P68402 whole entry, looked up): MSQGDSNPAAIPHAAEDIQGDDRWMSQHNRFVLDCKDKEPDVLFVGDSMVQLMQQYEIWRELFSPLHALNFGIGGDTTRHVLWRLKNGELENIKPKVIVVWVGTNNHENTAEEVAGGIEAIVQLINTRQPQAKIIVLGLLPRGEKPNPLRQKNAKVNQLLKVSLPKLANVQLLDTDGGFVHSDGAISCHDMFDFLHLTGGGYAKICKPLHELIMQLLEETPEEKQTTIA
# MCL1 BIM primary: inhibitors of MCL1 binding to BIM-BH3, primary screen, biochemical, fluorescence polarization. Induced myeloid leukemia cell differentiation protein Mcl-1 (Homo sapiens), Q07820. GST-MCL1 / FITC-Bim-BH3 fluorescence polarization. inhibition, % at 10.9 µM. hit rate 0.68% among 320,000. AID 2057, 2009;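 active = inhibition above the mean inhibition of all tested compounds plus 3 SD, set per campaign, cut at about 40% in these data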;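 also: 0% = DMSO wells and 100% = unlabeled Bim-BH3 peptide control; higher means more loss of mP so more displacement of Bim peptide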
# BCLXL inh: inhibitors of human Bcl-xL, primary screen, biochemical, fluorescence polarization, HTS. AID 2129, 2009. GST-Bcl-xL / FITC-Bim BH3 peptide fluorescence polarization. inhibition, % at 10.9 µM. hit rate 0.7% among 320,000. Bcl-2-like protein 1 (Homo sapiens), Q07817;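 active = inhibition above the mean of all tested compounds plus 3 SD, cutoff set per campaign, cut at about 30% in these data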;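 also: 0% = DMSO wells and 100% = unlabeled Bim-BH3 peptide competitor; inhibitors lower millipolarization by displacing the labeled peptide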
# Target sequence (Q07817 whole entry, looked up): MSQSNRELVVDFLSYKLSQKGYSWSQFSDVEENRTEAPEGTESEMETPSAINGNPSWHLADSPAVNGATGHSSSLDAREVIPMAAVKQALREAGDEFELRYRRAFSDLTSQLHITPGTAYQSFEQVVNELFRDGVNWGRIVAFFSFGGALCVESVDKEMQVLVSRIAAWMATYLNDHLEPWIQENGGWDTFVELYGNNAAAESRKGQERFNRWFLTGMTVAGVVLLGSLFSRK
# pPAFAH inh: pPAFAH enzyme inhibitors, primary screen, biochemical, fluorescence polarization, human; Platelet-activating factor acetylhydrolase (Homo sapiens), Q13093; recombinant pPAFAH, FP-rhodamine probe fluorescence polarization; inhibition, % at 3.39 µM; hit rate 1.5% among 330,000;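 active = inhibition above the mean inhibition across the screen plus 3 SD, cut at about 25% in these data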;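 also: inhibitors block binding of the rhodamine activity-based probe so polarization drops; 0% = enzyme with DMSO and 100% = wells lacking pPAFAH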
# AHR activator: AHR activators, primary screen, cell-based, luminescence, luciferase reporter, human. Aryl hydrocarbon receptor (Homo sapiens), P35869. AHR-responsive luciferase reporter cells. activation, % at 5 µM. hit rate 2.5% among 320,000; in the data active = activation above about 47%;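 also: 0% = vehicle wells and 100% = reference agonist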
# GLD-1 RNA inh: GLD-1/TGE RNA complex disruptors, primary screen, biochemical, fluorescence polarization; purified GLD-1 + fluorescein TGE RNA; inhibition, % at 5.96 µM; Female germline-specific tumor suppressor gld-1 (Caenorhabditis elegans), Q17339; hit rate 0.44% among 320,000; AID 2280, 2010;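 active = percent inhibition above a per-plate cutoff, the plate mean of test compounds plus 3 SD, cut at about 30% in these data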;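 also: 0% = DMSO wells with GLD-1 and probe and 100% = wells lacking GLD-1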
# PME-1 primary: PME-1 inhibitors via competitive probe labeling, primary screen, biochemical, fluorescence polarization, FP-Rh probe, HTS; AID 2130, 2009; inhibition, % at 5.9 µM; hit rate 0.53% among 320,000; recombinant PME-1;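 active = inhibition above the campaign mean of all compounds plus 3 SD, cut at about 26% in these data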;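 also: competitive labeling of PME-1 active site by serine hydrolase directed probe; 0% = PME-1 with DMSO and 100% = wells lacking PME-1 enzyme; inhibitors block probe labeling so polarization falls and inhibition rises; many of its hits are not listed in these tables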
# MEX-5 binding: MEX-5 zinc finger RNA-binding disruptors – biochemical, C. elegans, fluorescence polarization, MLPCN library, primary screen. MEX-5/FITC-TCR2 RNA binding; stronger effect = lower value. activity score (negative = inhibition of binding), % at 10 µM. hit rate 0.38% among 300,000. Zinc finger protein mex-5 (Caenorhabditis elegans), Q9XUB2;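 active = inhibition past about -25% in most replicates, and total fluorescence under double the plate's negative control median, limit read from the data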;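 also: 0% = DMSO and -100% = 5 µM competing unlabeled TCR2 RNA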
# Target sequence (Q9XUB2 whole entry, looked up): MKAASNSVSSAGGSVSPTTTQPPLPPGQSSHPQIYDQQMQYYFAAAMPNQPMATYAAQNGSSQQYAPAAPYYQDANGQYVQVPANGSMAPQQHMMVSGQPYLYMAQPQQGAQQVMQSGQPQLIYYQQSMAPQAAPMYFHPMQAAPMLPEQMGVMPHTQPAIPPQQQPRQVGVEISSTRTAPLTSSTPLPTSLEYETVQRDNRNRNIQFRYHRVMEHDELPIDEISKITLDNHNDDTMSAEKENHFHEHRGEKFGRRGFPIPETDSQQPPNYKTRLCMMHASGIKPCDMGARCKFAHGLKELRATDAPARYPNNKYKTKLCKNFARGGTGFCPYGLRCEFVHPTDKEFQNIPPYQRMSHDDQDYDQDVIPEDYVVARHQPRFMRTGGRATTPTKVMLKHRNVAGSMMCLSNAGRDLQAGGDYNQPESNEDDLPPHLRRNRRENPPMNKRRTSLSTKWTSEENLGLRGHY
# * = called active by the depositor; / = no result given.
(1) Cc1ccccc1NS(=O)(=O)c1ccc(-c2ccc(=O)[nH]n2)o1
(2) CC(=O)NS(=O)(=O)c1ccc(NC(=O)c2ccccn2)cc1
(3) COc1cc(OC)cc(C(=O)N2CCC(C(=O)NCCc3ccccc3)CC2)c1
(4) CCOC(=O)c1c(-c2ccc(Cl)cc2)cn2ccccc12
(5) CCc1nc2ccc(C(=O)Nc3cccc(C(C)=O)c3)cc2nc1CC
(6) Cc1c([N+](=O)[O-])c(C(=O)N2CCCC2)nn1C

Assay by compound	1	2	3	4	5	6
GLD-1 RNA inh	-3	2	8	-3	-4	4
BCLXL inh	5	10	1	15	6	4
PAFAH1B2 inh	2	0	9	-6	3	1
MCL1 BIM primary	4	9	4	-4	8	-3
PME-1 primary	6	6	3	5	-2	1
pPAFAH inh	17	3	-3	1	5	2
Fam108B inh	3	5	8	0	5	0
MEX-5 binding	-0.9	-0.4	-1.9	1.4	3.4	-1.0
AHR activator	6	1	2	26	3	-1

(7) CCCCn1c(N)c(N(CCOC)C(=O)C2CCN(S(=O)(=O)c3ccc(C)cc3)CC2)c(=O)[nH]c1=O
(8) CCOC(=O)c1c(-c2ccccc2)csc1NC(=O)c1cc2ccccc2oc1=O
(9) O=C1c2ccccc2C(O)(Cc2ccccc2)N1c1ccc2c(c1)OCO2 (stereo not given)
(10) Cc1cc(NC(=O)CSCC(=O)N(C)Cc2c(F)cccc2Cl)no1
(11) O=C(N=C1SC2CS(=O)(=O)CC2N1c1cc(Cl)ccc1Cl)C1CCCO1 (stereo not given)
(12) COc1ccc(C(=O)N2CCCC(CCC(=O)NCc3ccc(F)c(F)c3)C2)cc1F (stereo not given)

Assay by compound	7	8	9	10	11	12
GLD-1 RNA inh	2	-3	1	0	-3	1
BCLXL inh	-6	8	8	7	1	3
PAFAH1B2 inh	1	-1	2	2	3	6
MCL1 BIM primary	-8	-1	10	5	2	-2
PME-1 primary	-8	2	6	-2	-1	-3
pPAFAH inh	-7	8	6	-2	0	7
Fam108B inh	5	3	10	-2	1	1
MEX-5 binding	3.5	0.2	-1.5	0.5	-0.7	-0.7
AHR activator	0	3	2	3	2	1

(13) O=C(O)Cc1ccc2c(c1)N(S(=O)(=O)c1cccs1)CC(C(=O)O)O2 (stereo not given)
(14) CCn1c2ccccc2c2nnc(SCC(=O)Nc3c(C)n(C)n(-c4ccccc4)c3=O)nc21
(15) O=C(Cc1ccccc1)Nc1nc2ccccc2s1
(16) NC(=O)CN1N=C(c2cc(Cl)sc2Cl)CSC1=O
(17) O=C1/C(=C/c2cccs2)SC(=S)N1C1CCS(=O)(=O)C1 (stereo not given)
(18) Cc1cc(C)n2nc(SCC(=O)NC(=O)c3ccccc3)nc2n1

Assay by compound	13	14	15	16	17	18
GLD-1 RNA inh	4	1	1	10	-2	20
BCLXL inh	6	14	10	3	0	/
PAFAH1B2 inh	0	-5	5	0	/	-5
MCL1 BIM primary	9	8	5	5	2	/
PME-1 primary	-1	1	-7	4	2	/
pPAFAH inh	0	3	-3	1	0	1
Fam108B inh	3	2	0	-2	2	/
MEX-5 binding	-3.8	-1.8	0.8	2.0	0.1	/
AHR activator	4	3	25	2	-7	2

(19) COC(=O)c1ccnc(SCC(=O)c2ccccc2)c1
(20) O=C(c1ccco1)N(CCCN1CCOCC1)c1nc(-c2ccc(Cl)cc2)cs1
(21) Cc1ccccc1C(=O)OC1OC(=O)C(Cl)=C1Nc1ccc(C(=O)O)cc1 (stereo not given)
(22) COc1ccc(NC2CCCN(C(=O)CCN3Cc4ccccc4C3=O)C2)cc1 (stereo not given)
(23) C[C@H](CO)N1C[C@H](C)[C@@H](CN(C)S(=O)(=O)c2ccccc2)Oc2ccc(NC(=O)CCN3CCOCC3)cc2C1=O
(24) CCOc1ccccc1NC(=O)Cn1c(=O)n(CCC(=O)NC2CCCC2)c(=O)c2ccccc21

Assay by compound	19	20	21	22	23	24
GLD-1 RNA inh	-1	-1	-1	4	7	-2
BCLXL inh	3	0	6	7	/	0
PAFAH1B2 inh	-3	0	3	0	7	3
MCL1 BIM primary	2	-1	1	5	/	-9
PME-1 primary	2	1	-1	-2	/	0
pPAFAH inh	6	4	-1	4	3	-3
Fam108B inh	-3	-4	-2	2	/	4
MEX-5 binding	-1.1	3.4	-1.1	0.9	/	2.8
AHR activator	2	8	0	0	0	1

(25) Cc1ccc(S(=O)(=O)NC(CCc2ccccc2)CC(=O)C(C)(C)C)cc1 (stereo not given)
(26) O=C(NN1C(=O)c2ccccc2NC1c1ccc([N+](=O)[O-])o1)c1ccccc1 (stereo not given)
(27) CCc1nc(SCC(=O)N2c3ccccc3Sc3ccccc32)c2ccccc2n1
(28) Cn1c(=O)c2[nH]c(Nc3ccccc3)nc2n(C)c1=O
(29) COc1ccc(-c2ccc([C@H]3[C@H]4C=CC[C@@H](C)[C@@H]4C(=O)N3Cc3ccccc3)c(F)c2)cc1OC
(30) COc1ccccc1N1CCN(C(=O)C(=O)c2c(C)n(C)c3ccccc23)CC1

Assay by compound	25	26	27	28	29	30
GLD-1 RNA inh	10	1	8	-3	6	3
BCLXL inh	3	12	0	-1	3	6
PAFAH1B2 inh	/	-8	-3	5	-2	-3
MCL1 BIM primary	6	15	2	-5	3	3
PME-1 primary	-2	7	2	7	0	2
pPAFAH inh	3	8	2	-3	3	2
Fam108B inh	-3	-4	-5	3	-3	2
MEX-5 binding	/	-1.4	1.4	1.2	2.4	2.4
AHR activator	4	5	-2	30	0	4

(31) C#CCN(C(=O)c1cc(COc2ccc(C)c(C)c2)on1)C1CCCCC1
(32) O=C(C1=C[C@H](c2ccc(Br)cc2)C[C@H](OCc2ccc(CO)cc2)O1)N1CCN(Cc2ccc3c(c2)OCO3)CC1
(33) O=C(CN1CCOCC1)Nc1cccc(S(=O)(=O)N2CCCCCC2)c1
(34) Cc1ccc(NC(=O)CN(c2ccc3c(c2)OCO3)S(=O)(=O)c2c(C)n[nH]c2C)cc1
(35) COc1ccc(-c2nnn(Cc3nc(N)nc(N4CCCCC4)n3)n2)cc1
(36) C=CCSc1nc(N)c(C#N)c(-c2ccccc2)c1C#N

Assay by compound	31	32	33	34	35	36
GLD-1 RNA inh	4	11	-3	7	-1	0
BCLXL inh	1	-2	4	6	-2	5
PAFAH1B2 inh	11	4	1	6	3	1
MCL1 BIM primary	3	-1	-1	9	-5	0
PME-1 primary	1	-3	1	1	-4	-7
pPAFAH inh	1	4	2	4	3	0
Fam108B inh	0	-2	1	0	-2	1
MEX-5 binding	0.0	2.9	2.8	-1.1	0.1	-0.9
AHR activator	-2	0	-2	33	0	6

(37) COc1ccc(C(=O)C2CCCN(Cc3ccc4nonc4c3)C2)c(C)c1 (stereo not given)
(38) CCn1c(/C=C/c2c[nH]c3ccccc23)nc2ccccc2c1=O
(39) O=C1CC(SC(=Nc2ccccc2)Nc2ccccc2)C(=O)N1c1cccc2ccccc12 (stereo not given)
(40) N#CCCN(NC1=NS(=O)(=O)c2ccccc21)C(=O)c1ccccc1Br
(41) CC1CC(C)CN(Cc2nc3c(c(=O)n(C)c(=O)n3C)n2CCN2CCOCC2)C1 (stereo not given)
(42) CCOC(=O)CNC(=O)CSc1nnc(-c2ccco2)n1Cc1ccco1

Assay by compound	37	38	39	40	41	42
GLD-1 RNA inh	-1	-4	-3	6	4	5
BCLXL inh	3	0	3	-1	-1	-9
PAFAH1B2 inh	1	5	0	6	5	5
MCL1 BIM primary	0	1	2	-6	0	-3
PME-1 primary	3	44*	-14	-6	0	4
pPAFAH inh	5	0	1	50*	-6	10
Fam108B inh	0	3	-5	0	-5	-4
MEX-5 binding	0.4	-1.4	-1.0	-0.2	-1.5	-0.6
AHR activator	8	19	1	-2	1	10

(43) CCCCSC1=C(C#N)C(c2ccccc2C)C(C(=O)OCC)C(=O)N1 (stereo not given)
(44) Cc1ccc(S(=O)(=O)NCC2(c3ccccc3)CCOCC2)cc1
(45) Cc1cccn2c(=O)nc(SCC(=O)NC3CCCC3)nc12
(46) Cc1cc(C)c2c(c1)c(C)cc1nnc(SCC(=O)NCc3ccco3)n12
(47) COc1ccc(-c2noc(CSc3ccccc3)n2)cc1OC
(48) CN(CC1CCCN(CCc2ccc(Cl)cc2)C1)C(=O)c1ccoc1 (stereo not given)

Assay by compound	43	44	45	46	47	48
GLD-1 RNA inh	6	5	5	3	-2	-3
BCLXL inh	2	4	1	4	5	5
PAFAH1B2 inh	0	26*	-1	-1	24*	7
MCL1 BIM primary	1	-1	7	13	-5	-1
PME-1 primary	0	-7	-6	1	-3	1
pPAFAH inh	5	0	3	-4	14	3
Fam108B inh	-5	-1	-2	3	-2	0
MEX-5 binding	-5.2	1.0	-0.3	-1.3	0.5	-1.3
AHR activator	1	2	-2	7	14	-2

# Assay outcomes as filed in PubChem BioAssay.

# The list is partial, so the mix of outcomes need not match the whole.
